# Compound activity (PubChem)
# Abeta yeast res – restores growth of yeast expressing A-beta42 peptide; Potency, µM (doses to about 46.1 µM), without a hit: top-dose growth rescue, usual class: activators; AID 1347071; yeast expressing A-beta42, growth rescue, OD600, 48 h; response scale: 0% DMSO, 100% iron-clioquinol control; 0.063% of 410,000 active; further: potency means the concentration at half of the fitted maximal effect; nearly all actives have a fitted effect of over 55% in size
#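 Yeast A-beta toxicity model in growth medium with pinned compounds, 48 h at 30 C; growth read as absorbance at 600 nm. Normalized to FeCl3/clioquinol equimolar mix (positive) and DMSO (negative).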
# D3 antag – D3 dopamine receptor (human) antagonism; P35462; D3R cells, DiscoveRx beta-arrestin luminescence, antagonist mode; hits give low values; max response, negative = inhibition, %; 2.5% of 360,000 active; AID 652054; in the data active means max response below about -50%; inconclusive means no clear call, values can overlap the other calls; further: on the % scale 0 is the no-effect control and ±100 the full control effect; mostly tested at two doses, the higher about 12 µM
# Target sequence (P35462 whole entry, looked up): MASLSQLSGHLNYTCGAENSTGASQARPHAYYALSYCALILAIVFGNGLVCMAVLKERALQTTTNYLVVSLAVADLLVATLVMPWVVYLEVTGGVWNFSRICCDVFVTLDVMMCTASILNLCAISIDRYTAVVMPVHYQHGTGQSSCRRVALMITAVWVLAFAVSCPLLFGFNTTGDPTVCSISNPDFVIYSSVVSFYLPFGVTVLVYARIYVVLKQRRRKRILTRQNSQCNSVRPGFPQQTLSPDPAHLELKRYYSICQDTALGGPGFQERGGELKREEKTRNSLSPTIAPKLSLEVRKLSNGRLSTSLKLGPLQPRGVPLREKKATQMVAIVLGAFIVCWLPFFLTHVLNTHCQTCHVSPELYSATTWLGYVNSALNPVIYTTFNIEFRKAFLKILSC
#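 Cells expressing the human receptor were seeded at 1500 cells/well, incubated overnight at 37 degrees C in 5% CO2, then exposed to library compounds with dopamine controls for 90 minutes at 37 degrees C before luminescent detection.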
# aSyn yeast inh – inhibitors of alpha-synuclein toxicity in yeast; Yeast expressing alpha-synuclein, growth rescue, BacTiter-Glo, 24 h; Potency, µM (doses to about 46.1 µM), for inactives: top-dose growth rescue (activation), most hits filed as activators; AID 652106; 0.14% of 370,000 active; further: potency means the concentration at half of the fitted maximal effect; % of control where 0% means no effect; nearly all actives have a fitted effect of over 65% in size
#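 Rescue of yeast growth: cells expressing toxic alpha-synuclein, induced in galactose at OD600 0.02, incubated with compound 24 h at 30 C. ATP luminescence quantified growth; inhibitors of toxicity appear as activators.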
# TDP-43 yeast inh – rescues yeast growth from TDP-43 toxicity; TDP-43 expressing yeast growth rescue, BacTiter-Glo, 24 h; Potency, µM (top dose mostly 46.1 µM), for inactives: at the top dose growth rescue (activation), hits mostly activators; 1.8% of 410,000 active; AID 652104; further: potency means the concentration at half of the fitted maximal effect; % of control where 0% means no effect; nearly all actives have a fitted effect of over 50% in size
#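 Galactose-induced TDP-43 yeast, OD600=0.02, compound pinned; 24 hr, 30 deg C; BacTiter-Glo luminescence for growth. Inhibitors of TDP-43 toxicity read as activators.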
# GLP1R inv ag – acts as inverse agonist at human GLP-1 receptor; HEK293 GLP-1R CRE-luciferase, luminescence, 24 h; GLP-1R form is constitutively active; Potency, µM (highest dose often 38.3 µM), for inactives: at the top dose activity change, negative = inhibition, hits mostly inhibitors; 1.6% of 410,000 active; AID 624417; further: potency means the concentration at half of the fitted maximal effect; on the % scale 0 is the no-effect control and ±100 the full control effect; nearly all actives have a fitted effect of over 55% in size
#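 Using stably transfected HEK293 (constitutively active GLP-1R, cAMP-luciferase reporter), compounds were incubated 24 hr and luciferase measured by luminescence.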
# GLP-1R agonist – GLP-1 receptor (human) agonism; P43220; HEK293 GLP-1R CRE-luciferase, luminescence, 4-6 h; cells express a hypersensitive GLP-1R form; Potency, µM (highest dose often 45.6 µM), for the others: top-dose activation, usual class: activators; 0.007% of 380,000 active; further: potency means the concentration at half of the fitted maximal effect; % of control where 0% means no effect
# pAkt inh – Akt phosphorylation inhibition; AID 651550; 0.32% of 360,000 active; activity change, % for hits at 50 µM; Neuro2A IGF-stimulated pAkt S473 HTRF, 20 min; hits give low values; in the data active means activity change below about -80%; inconclusive means mostly about -51% to -80%; further: on the % scale 0 is the no-effect control and ±100 the full control effect
#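 Single-point screen (50 µM final compound) in Neuro2A cells stimulated 20 min with 6 nM IGF at 37 deg C. After lysis, Ser473-phosphorylated Akt read by HTRF (ex 330 nm, em 615/665 nm) as the 665/615 ratio.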
# PTHR1 agonist – activates the human parathyroid hormone receptor PTHR1; HEK293 GP2 PTHR1 cells, GloSensor cAMP luminescence, 1 h; Potency, µM (series often up to 115 µM), inactives show at the top dose activation, usual class: activators; 0.075% of 410,000 active; further: potency means the concentration at half of the fitted maximal effect; nearly all actives have a fitted effect of over 55% in size; some results filed as inactive show a strong effect at the top dose; inactives centre near -15; many of its hits are not listed in these tables
# Target sequence (Q03431 whole entry, looked up): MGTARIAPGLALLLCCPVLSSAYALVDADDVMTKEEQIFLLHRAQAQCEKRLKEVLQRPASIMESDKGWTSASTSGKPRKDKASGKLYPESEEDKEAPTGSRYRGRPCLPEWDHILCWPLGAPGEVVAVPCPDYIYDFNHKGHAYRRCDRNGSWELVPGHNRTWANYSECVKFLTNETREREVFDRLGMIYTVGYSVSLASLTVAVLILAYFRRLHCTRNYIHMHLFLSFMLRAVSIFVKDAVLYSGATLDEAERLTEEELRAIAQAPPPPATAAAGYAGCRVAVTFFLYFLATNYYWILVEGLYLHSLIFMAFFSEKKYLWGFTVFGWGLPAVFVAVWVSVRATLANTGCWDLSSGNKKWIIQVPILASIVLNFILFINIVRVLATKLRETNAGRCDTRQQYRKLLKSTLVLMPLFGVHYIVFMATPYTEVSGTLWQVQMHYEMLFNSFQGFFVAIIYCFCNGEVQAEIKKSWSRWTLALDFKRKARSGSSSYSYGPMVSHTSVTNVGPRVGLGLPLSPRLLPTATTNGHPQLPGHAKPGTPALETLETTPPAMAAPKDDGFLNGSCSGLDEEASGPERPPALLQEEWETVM
#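 HEK-293-derived GP2 cells expressing PTHR1 and a GloSensor cAMP reporter, 3,000/well, plated overnight, given luciferin plus IBMX (each 0.5 mM as added) for 1 h at 37 °C, then compound for 1 h at 37 °C. Luminescence was read after 15 min at room temperature.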
# FUS yeast rescue – suppressors of FUS proteinopathy in yeast; S. cerevisiae FUS-expressing, growth rescue, OD600, 24 h; Potency, µM (top dose mostly 76.6 µM), without a hit: at the top dose growth rescue (activation), usual class: activators; 0.24% of 390,000 active; AID 1347120;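 further: potency means the concentration at half of the fitted maximal effect; plate controls were DMSO vehicle for no effect and reference control for full effect; nearly all actives have a fitted effect of over 55% in size; some results filed as inactive show a strong effect at the top dose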
#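 Restored growth of FUS-toxic S. cerevisiae, read as 600 nm absorbance after 24 h at 30C in galactose medium (starting OD 0.005). Controls CP55940 and DMSO.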
# Starred values were filed as active, the others as inactive; i = inactive; ? = inconclusive; . = not tested or not shown; & = joins results of further samples; [ ] = dose if it differs, or a comment. Unless noted, the call rests on the fitted dose curve; in most records, active means well fitted curve in the direction sought with a large enough effect; inconclusive means small, poorly fitted or top-dose-only effect, or another doubt; inactive means no such curve, though single readings can be large; an effect the other way counts as inactive or inconclusive. Some of the compounds tested (hit frequency here may not be typical).
# Preview (2 entries):
# Sequence of screens: FUS yeast rescue, D3 antag, pAkt inh, Abeta yeast res, GLP1R inv ag, aSyn yeast inh, TDP-43 yeast inh, PTHR1 agonist, GLP-1R agonist
Cc1ccccc1OCCC(=O)OCC(=O)Nc1ccc(C(N)=O)cc1
    12%, -20, i, -13%, 21%, -1%, -34%[inhibitor], ?, 7%
COc1ccc2[nH]c(C)c(C(=O)CN3CC(C)OC(C)C3)c2c1 (configuration not stated)
    13%, 3, i, 9%, 4%, -6%, 12%, -19%, 1%

# The listing (from the top)
# Sequence of screens: FUS yeast rescue, D3 antag, pAkt inh, Abeta yeast res, GLP1R inv ag, aSyn yeast inh, TDP-43 yeast inh, PTHR1 agonist, GLP-1R agonist
Cc1ccccc1OCCC(=O)OCC(=O)Nc1ccc(C(N)=O)cc1
    12%, -20, i, -13%, 21%, -1%, -34%[inhibitor], ?, 7%
COc1ccc2[nH]c(C)c(C(=O)CN3CC(C)OC(C)C3)c2c1 (configuration not stated)
    13%, 3, i, 9%, 4%, -6%, 12%, -19%, 1%
Cc1ccc(S(=O)(=O)NCCN2CCOCC2)c(C)c1C
    17%, 7, i, 13%, 2%, 1%, -17%, i, 5%
COCCCn1c(=O)c2sccc2n2c(CCCC(=O)NCc3ccc(F)cc3)nnc12
    -17%&7%, 3, i, -3%&-5%, 14%&11%, 1%, -3%&15%, 11%, 5%
COc1ccc(C(=O)CSc2nnc(COc3ccccc3)n2Cc2ccco2)cc1
    12%, -22, i, 1%, ?, 19%, 11%, -56%[inhibitor][57.5 µM], 1%
COc1ccc(S(=O)(=O)Nc2ccc3c(c2)C(=O)N([C@H](C)CO)C[C@H](C)[C@@H](CN(C)C(=O)Nc2ccc(C(F)(F)F)cc2)O3)cc1
    ?, 3, i, 2%, ?, 0%, 10%, i, 3%
COC(=O)CSC1=C(C#N)C(c2cccc(OC)c2)CC(=O)N1 (configuration not stated)
    0%, 3, i, 6%, ?, -8%, ?, -28%, -1%
Cn1c(CN2CCCC2)nc2cc(NC(=O)Nc3ccccc3)ccc21
    -2%, -103*, i, -6%, 0%, -1%, -8%, -9%[57.5 µM], -1%
Cc1ccc(CN2CCC(CNC(=O)Nc3cccc(C)c3C)C2)cc1 (configuration not stated)
    26%, ., ., -12%, ?, ., -7%, i, .
CC1(C)S/C(=N/N=C/c2ccco2)NC1=O
    ., -16, i, -7%, 3%, -4%, -14%, -3%, 5%
CCOC(=O)[C@H]1[C@H]2COc3ccc(OC)cc3[C@H]2N2C(=O)CN(Cc3ccccc3)C(=O)[C@@]12C
    18%, -3, i, 2%, 7%, -1%, 15%, -28%, 8%
CCO[C@@H]1OC(C(=O)NCc2ccccc2)=C[C@H](c2ccccc2)[C@H]1CCCO
    10%, 1, i, 12%, ?, 3%, -3%, i, 2%
O=C(CSc1ccccc1Cl)c1ccco1
    23%, -10, i, -25%, -26%, 0%, 16µM*, -11%[57.5 µM], 5%
N/C(=N/OCc1cccc([N+](=O)[O-])c1)c1nonc1N
    ., 4, i, 3%, -1%, 5%, 0%, -26%, 3%
COc1ccc(-c2coc3c(C(=O)NCCN(C)C)cccc23)c(C)c1
    4%, 9, i, -2%, 11µM*, -1%, 8%, i, 3%
COc1ccc(NC(=O)C2(C)Cc3c(-c4ccc(C(N)=O)cc4)ccnc3O2)cn1 (configuration not stated)
    -12%, -4, i, 1%, -13%, 15%, -19%, -10%, -4%
CSc1nc(-c2ccccc2)nc(N2CCN(C)CC2)c1C(C)=O
    0%, -55*, i, -57%[inhibitor], 3.2µM*, -1%, 3%, i, 3%
CCOC(=O)N1CCN(Cc2nc(N)nc(Nc3ccc(C)cc3)n2)CC1
    -2%, 8, i, -2%, 0%, -10%, -21%, -4%, -4%
Cn1cc(C(=O)NC2CCCCCC2)c(=O)c2cc(S(=O)(=O)N3CCCC3)ccc21
    ., 0, i, -7%, 1%, -3%, -8%, i, -2%
Cn1c(SCC(=O)NCc2ccc3c(c2)OCO3)nc2scc(-c3cccs3)c2c1=O
    16%, 11, i, -5%, -16%, 2%, 5%, -73%[inhibitor][57.5 µM], -2%
CS(=O)(=O)N(CCc1ccccc1)CC(=O)NCc1ccccc1
    32%, 2, i, -3%, -26%, -1%, -27%, i, 6%
Cc1noc(C)c1NC(=O)Nc1ccc2c(c1)C(=O)N([C@H](C)CO)C[C@H](C)[C@H](CN(C)C)O2
    -7%, 3, i, -6%, 13%, -8%, 19%, -28%, 5%
COCC(C)N=CC1=C(O)CC(C)(C)CC1=O (configuration not stated)
    -29%, 23, i, 8%, 0%, 0%, -11%, -6%[57.5 µM], 9%
Cc1cc(C)c(C)c(S(=O)(=O)NC2CCN(Cc3ccccc3)CC2)c1C
    -4%, -6, i, 1%, ?, 2%, -4%, i, 10%
CCOC(=O)Cc1csc(NC(=O)CN2CCOCC2)n1
    18%, -1, i, -7%, 12%, -1%, -16%, -65%[inhibitor], 10%
O=C(Nc1ccc(F)cc1)Nc1nnc(SCC(=O)N2CCCCC2)s1
    -18%, ., ., -4%, 7%, ., 21%, i, .
O=S(=O)(c1cccc2cccnc12)N1CCN(Cc2ccc3c(c2)OCO3)CC1
    24%, -20, i, 0%, 21%, 3%, 0%, -20%[57.5 µM], 17%
CCCc1cc(=O)[nH]c(SCC(=O)Nc2ccc(S(=O)(=O)N3CCCC3)cc2)n1
    14%, 0, i, 10%, 8%, -3%, -9%, 0%, 18%
CCOc1ccc(/C=N/NC(=O)c2nnn(-c3nonc3N)c2COc2ccc(F)cc2)cc1
    ?, -21, i, 0%, 5%, -1%, 1%, -11%, 8%
Cc1ccc(NC(=S)NNC(=O)CSc2nc3ccccc3c(=O)n2-c2ccc(C)cc2)cc1
    ?, 3, i, -4%, 0%, -4%, ?, 0%, 1%
COc1cccc(Nc2nc(-c3sc(C)nc3C)cs2)c1
    22%, 0, i, -45%, ?, -23%, ?, -93%[inhibitor], 6%
CCc1ccc(N2CC(C(=O)Nc3cc(C)on3)CC2=O)cc1 (configuration not stated)
    8%, ?, i, 12%, -5%[7.66 µM], -1%, -8%, -11%, 2%
CCOc1ccccc1Nc1nc(N2CCCC2)nc(N2CCOCC2)n1
    -33%, ., ., -24%, ., ., ., -24%, 4%
O=C(NCc1ccco1)c1cccc(C(F)(F)F)c1
    2%, -4, i, 13%, ?, 4%, 9%, -10%, 1%
COc1ccc(C(=O)N/N=C\C(C)=C\c2ccccc2)cc1OC
    6%, -18, i, ?, -28%, -2%, 3%, -34%[inhibitor], 23%
COc1ccc(-c2csc(NC(=O)c3ccccc3S(C)(=O)=O)n2)cc1
    0%, -17, i, -6%, 0%, 6%, 10%, -36%[inhibitor], 8%
CCCCn1nnnc1C(c1ccccc1OC(F)(F)F)N1CCN(C/C=C/c2ccccc2)CC1 (configuration not stated)
    24%, -59*, i, 10%, ?, -12%, 22%, -26%, 13%
COc1ccc(S(=O)(=O)N(C)C)cc1NC(C)C(=O)Nc1cccc(C#N)c1 (configuration not stated)
    27%, 3, i, -15%, 3%, -8%, 4%, i, 7%
O=C(COC(=O)/C=C/c1ccccc1)NC(=O)NCc1ccccc1
    -18%, -10, i, 13%, ?, 3%, 21%, -10%, 3%
CCc1noc(C)c1C(=O)Nc1cccc2ncccc12
    -5%, 25, i, 13%, 5%, 4%, 18%, -27%, 1%
CN(C)c1cccc2c1C(=O)c1ccccc1C2=O
    -5%, -21, i, -31%[inhibitor], 66%[activator], -18%, -4%, i, 10%
CN(CC(=O)N1CCCC1)S(=O)(=O)c1cc(Cl)ccc1Cl
    14%, -25, i, 6%, -7%, 0%, -8%, -25%, -12%
CC(C(=O)NC1CCCCC1)N1C(=O)c2cccc3cccc1c23 (configuration not stated)
    -3%, -8, i, 9%, ?, 14%, 10%, -13%, 9%
O=C(Nc1nnc(C2CCCCC2)s1)c1cccs1
    37%, -10, i, -3%, 0%, -9%, -28%, -38%[inhibitor][57.5 µM], 15%
CC12CCC(=O)C=C1CCC1C3CC(O)C(O)(C(=O)CO)C3(C)CC(O)C12F (configuration not stated)
    13%, 15, i, 3%, -19%, -1%, -2%, i, 1%
CCOc1ccc(/C(O)=C2/C(=O)C(=O)N(CCCn3ccnc3)C2c2cccs2)cc1Cl (configuration not stated)
    -45%, 0, ., 5%, 4%, ., 3%, i, -14%
COc1cc(NC(=O)c2ccc(Br)o2)ccc1NC(=O)C(C)C
    -9%, -18, i, -9%, 2%, -8%, -10%, -9%[57.5 µM], 19%
COc1cc(Br)c(/C=C/c2ccc3cccc(O)c3n2)cc1OC
    2%, -8, i, -2%, ?, 0%, 23%, i, 4%
COc1ccc(C(CC(=O)c2ccc(O)cc2)S(=O)(=O)c2ccc(C)cc2)cc1 (configuration not stated)
    26%, -29, i, -15%, 0%, -4%, -3%, i, 1%
CCc1cc(OCCOCCN(C)C)ccc1Cl
    ., -18, i, -2%, ?, 1%, -23%, 2%, -4%
CCOC(=O)Cc1c(C)nc(-c2ccccc2)[nH]c1=O
    6%, -12, i, 9%, 7%, 3%, -1%, -3%[57.5 µM], 3%
COCCCNCCCCOc1ccc(Br)cc1C
    28%, -97*, i, 1%, 2.8µM*, -3%, -22%, -15%, 0%
Cc1nn(-c2ccccc2)c(C)c1C(=O)OCC(=O)N1CCN(S(=O)(=O)c2ccccc2)CC1
    12%, 1, i, -6%, 0%, 5%, 29%, -67%[inhibitor][57.5 µM], -7%
Oc1ccccc1C1=NCCNC(C(F)(F)F)=C1
    -7%, -3, i, -7%, 12%, -10%, 11%, i, -6%
CC(C)CC(NC(=O)C(CC(C)C)NC(=O)OC(C)(C)C)C(N)=O (configuration not stated)
    13%, 4, i, 11%, -20%, 2%, 8%, 10%[57.5 µM], 17%
COc1ccc(OC)c(C2=NNC(=NCc3ccc4c(c3)OCO4)SC2)c1
    10%, -10, i, -3%, 7%, 7%, -2%, -14%, 14%
COc1ccc(C(=O)c2c(N)c(-c3nc(-c4ccccc4)cs3)c3ccccn23)cc1
    8%, ., ., -12%, 0%, ., 3%, 3%, .
